Screening results deposited in PubChem BioAssay by National Center for Advancing Translational Sciences (NCATS).
uPA surface inh = blocks generation of uPA at the cell surface | cell surface uPA generation assay, qHTS | Potency, µM (top dose mostly 38.3 µM), for the others: at the top dose activity change, negative = inhibition, usual class: inhibitors | hit rate 0.31% among 330,000 | AID 540303; active = well fitted inhibition curve with a large enough effect; inconclusive = small, poorly fitted or top-dose-only effect; inactive = no such curve, though single readings can be large or run the other way; tested in mouse RAW 264.7 cells; note: potency is the fitted concentration of half-maximal effect; % is set by controls: 0 for no effect and ±100 for the full control effect; nearly all actives have a fitted effect of over 55% in size
TSHR antagonist = antagonists of human thyroid stimulating hormone receptor; activity change, negative = inhibition, % at 11.5 µM; TSHR-expressing cells, TSH-stimulated cAMP HTRF, 2 h; stronger effect = lower value; hit rate 0.2% among 330,000; P16473;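 active = activity change below a set negative limit, meaning inhibition stronger than a set level, cut at about -70% in these data; inconclusive = activity change between two set negative limits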; note: % is set by controls: 0 for no effect and ±100 for the full control effect
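Freshly harvested TSHR cells receive pin-tooled compound, then EC80 TSH at 4nM final. After 2 hours at 37 deg C, antibody in lysis buffer and cAMP-d2 are added; 30 minutes at ambient temperature precede the HTRF read.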
BCR signal inh = inhibitors of chronic active B-cell receptor signaling. ABC-DLBCL IkBa-CBG/CBR reporter, luminescence ratio, 4 h. Potency, µM (series often up to 46.1 µM), without a hit: at the top dose ratio change, negative = lower green/red ratio, actives largely listed as inhibitors. hit rate 0.05% among 340,000; active = well fitted inhibition curve with a large enough effect in the signal ratio, with a control signal flat, not every such curve was filed as active; inconclusive = small, poorly fitted or top-dose-only effect, or effect the other way, or a change in a side signal; the % refers to the signal ratio;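 note: potency is the fitted concentration of half-maximal effect; plate controls were basal doxycycline-induced cells for no effect and cells given 10 µM MG132 for full effect; MG132 reads +100%, hits lower the ratio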
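Doxycycline induced both beetle luciferases in TMD8 lymphoma cells; IKK-driven degradation limits the IkappaBalpha-fused green signal, while red luminescence normalises for cell number and nonspecific effects. Compounds tested up to 46 uM, 4 hrs.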
Mito fusion yeast = blocks mitochondrial division or promotes mitochondrial fusion; hit rate 0.23% among 320,000; S. cerevisiae fusion-defective mutant growth rescue, CellTiterGlo 48 h; Potency, µM (titrated, usually from 46.1 µM), for inactives: top-dose growth rescue (activation), most hits filed as activators; AID 485298;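 note: potency is the fitted concentration of half-maximal effect; % of control where 0% means no effect; nearly all actives have a fitted effect of over 45% in size; temperature-sensitive fusion mutants such as fzo1-1 at 37 °C on non-fermentable ethanol glycerol medium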
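S. cerevisiae fusion-defective temperature-sensitive mutants (e.g. fzo1-1, mgm1-5) grown 48 h at 37C in YPEG (ethanol/glycerol non-fermentable) medium with 23 nl compound per well; growth rescue read as CellTiterGlo luminescence.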
B2AR arrestin = agonists driving beta-arrestin recruitment to human beta2-adrenergic receptor; P07550; AID 492947; beta-arrestin recruitment to beta2AR, cell-based reporter; Potency, µM (doses to about 46.1 µM), for the others: top-dose activation, hits mostly activators; hit rate 0.02% among 330,000;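 note: potency is the fitted concentration of half-maximal effect; 0% = DMSO controls and full agonism = EC100 isoproterenol or metaproterenol; nearly all actives have a fitted effect of over 65% in size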
USP2a block = inhibitors of human ubiquitin-specific protease USP2a; O75604; USP2 core, Ub-CHOP2 coupled fluorogenic reporter, 485/531; Potency, µM (titrated, usually from 38.3 µM), without a hit: at the highest dose activity change, negative = inhibition, hits mostly inhibitors; hit rate 0.01% among 330,000; AID 463254;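 note: potency is the fitted concentration of half-maximal effect; plate controls were DMSO wells for no effect and full inhibition by NEM control for full effect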
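Deubiquitinase activity read as fluorescence (485/531 nm) after Ub-CHOP2 cleavage activates the enterokinase reporter on its substrate; USP2 core 10nM, Ub-CHOP2 and substrate 25nM each, 30min compound preincubation then 60min RT; data normalized to NEM, curves fitted.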
TSG101-PTAP inh = blocks PTAP/TSG101 interaction to inhibit HIV-1 budding | Potency, µM (series often up to 115 µM), inactives show at the highest dose activity change, negative = inhibition, actives largely listed as inhibitors | Fluorescence polarization, FITC-PTAP peptide / Tsg101 binding | 340,000 tested, under 10 active | Q99816; active = well fitted inhibition curve with a large enough effect in the main read-out, with a control signal flat, not every such curve was filed as active; inconclusive = small, poorly fitted or top-dose-only effect, or effect the other way, or a change in a side signal; inactive = no such curve, though single readings can be large or run the other way; note: potency is the fitted concentration of half-maximal effect; % of control where 0% means no effect
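Fluorescence polarization binding of Tsg101 binding domain (10 uM final) to FITC-labeled PTAP peptide (50 nM final) in HEPES pH 7.5 buffer with NaCl, Tween 20, EDTA, TCEP. Compounds added before peptide; binding 20 min at RT.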
TCR act = activators of T cell receptors | primary human leukocytes, anti-CD3, IL-2 HTRF, 48 h | Potency, µM (doses to about 9.22 µM), without a hit: at the top dose activation of IL-2 secretion, usual class: activators | 330,000 tested, under 10 active | AID 504894; note: % of control where 0% means no effect
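HTRF read-out of IL-2 secretion: europium cryptate donor excited at 320nm, d2 acceptor emission at 665nm. Cells were primary human leukocytes incubated 48 hr with compounds and a-CD3 beads, supplying TCR signal only.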
ELG1 DNA repair = ELG1-dependent DNA repair inhibition; HEK293T ELG1-luciferase reporter, luminescence, 16 h; DNA damage induced by 5-fluorouridine; Potency, µM (highest dose often 46.1 µM), inactives show top-dose activity change, negative = inhibition, usual class: inhibitors; hit rate 2.3% among 330,000; note: potency is the fitted concentration of half-maximal effect; % is set by controls: 0 for no effect and ±100 for the full control effect; nearly all actives have a fitted effect of over 55% in size
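5-Fluorouridine DNA damage + compound/DMSO, 2,000 cells/well, 16 h, 37 °C/5% CO2. ONE-Glo, 30 min RT, luminescence. Readout = decrease in reporter signal.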
Eya2 inh = Eya2 (human) phosphatase inhibition | O00167 | recombinant Eya2, OMFP fluorescence dephosphorylation (OMFP is methylfluorescein phosphate) | Potency, µM (doses to about 76.9 µM), for inactives: at the highest dose activity, negative = inhibition, actives largely listed as inhibitors | hit rate 0.006% among 330,000 | AID 488837; note: potency is the fitted concentration of half-maximal effect; % is set by controls: 0 for no effect and ±100 for the full control effect
Target sequence (O00167 whole entry, looked up): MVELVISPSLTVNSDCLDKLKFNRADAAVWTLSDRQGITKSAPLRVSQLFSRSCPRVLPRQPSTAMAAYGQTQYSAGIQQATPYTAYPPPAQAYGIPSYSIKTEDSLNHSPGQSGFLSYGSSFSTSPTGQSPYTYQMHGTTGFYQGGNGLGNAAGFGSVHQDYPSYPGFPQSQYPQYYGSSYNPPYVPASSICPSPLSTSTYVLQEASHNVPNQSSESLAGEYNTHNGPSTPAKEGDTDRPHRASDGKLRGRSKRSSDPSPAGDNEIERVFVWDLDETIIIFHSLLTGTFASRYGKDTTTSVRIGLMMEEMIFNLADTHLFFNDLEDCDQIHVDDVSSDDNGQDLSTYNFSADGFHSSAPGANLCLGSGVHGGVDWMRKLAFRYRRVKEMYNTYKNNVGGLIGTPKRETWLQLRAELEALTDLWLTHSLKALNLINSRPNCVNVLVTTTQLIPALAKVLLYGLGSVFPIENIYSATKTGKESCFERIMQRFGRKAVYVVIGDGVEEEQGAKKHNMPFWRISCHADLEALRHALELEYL
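Eya2 (0.2 uM) preincubated 10 min at ambient with compound, then OMFP substrate added at 50 uM; 10 min reaction in 50 mM HEPES pH 7.5, 50 mM NaCl, 5 uM MgCl2, 0.05% BSA, 1 mM DTT. Fluorescence read at Ex 485/Em 525 nm.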
Tb PFK inh = T. brucei PFK enzyme inhibition; T. brucei PFK, ADP-Glo luminescence; hit rate 0.17% among 330,000; AID 485367; Potency, µM (doses to about 57.5 µM), for inactives: at the top dose activity, negative = inhibition, usual class: inhibitors;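 note: potency is the fitted concentration of half-maximal effect; 0% = uninhibited 1x PFK enzyme wells and -100% = no-enzyme wells; nearly all actives have a fitted effect of over 60% in size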
Target sequence (O15648 whole entry, looked up): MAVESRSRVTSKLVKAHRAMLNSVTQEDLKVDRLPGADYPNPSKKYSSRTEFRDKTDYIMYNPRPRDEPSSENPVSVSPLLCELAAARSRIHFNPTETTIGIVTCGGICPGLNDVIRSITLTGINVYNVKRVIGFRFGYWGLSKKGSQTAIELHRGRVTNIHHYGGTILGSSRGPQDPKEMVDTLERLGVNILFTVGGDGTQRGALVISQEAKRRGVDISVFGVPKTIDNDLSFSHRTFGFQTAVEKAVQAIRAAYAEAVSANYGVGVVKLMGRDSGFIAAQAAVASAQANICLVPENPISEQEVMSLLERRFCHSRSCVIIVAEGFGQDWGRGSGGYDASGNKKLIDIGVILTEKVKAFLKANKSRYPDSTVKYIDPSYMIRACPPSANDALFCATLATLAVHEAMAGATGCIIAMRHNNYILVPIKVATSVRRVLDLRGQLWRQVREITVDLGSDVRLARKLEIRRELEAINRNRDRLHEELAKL
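Compounds were pin-transferred as a titration series up to 57 uM into substrate buffer (0.5 mM F6P, 0.1 mM ATP, pH 8.0), then 1.25 nM PFK was added and reactions ran 45 min before ADP-Glo detection.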
The depositor's hits bear a star; ? = inconclusive; . = no result given; [ ] = dose if it differs, or a comment. Unless noted, calls come from the whole dose curve; as a rule, active = well fitted curve in the direction sought with a large enough effect; inconclusive = small, poorly fitted or top-dose-only effect, or another doubt; inactive = no such curve, though single readings can be large; an effect the other way counts as inactive or inconclusive.

SMILES	uPA surface inh	TSHR antagonist	BCR signal inh	Mito fusion yeast	B2AR arrestin	USP2a block	TSG101-PTAP inh	TCR act	ELG1 DNA repair	Eya2 inh	Tb PFK inh
CN1CCN(c2ccc(Cl)cc2NC(=O)c2ccc(S(=O)(=O)N(C)C)cc2)CC1	2%	0	?	-2%	-0.1%	-3%	-1%	20%	9%	19%	-2%
COc1ccc(-c2cc(C(=O)Nc3cc(Cl)ccc3OC)no2)cc1	9%	0	0%	-16%	-0.3%	-2%	-3%	-12%	0%	9%	2%
CCOc1ccc(N(CC(=O)N2CCOCC2)S(=O)(=O)c2ccc(Cl)cc2)cc1	-4%	0	1%	10%	-0.1%	4%	3%	1%	1%	0%	-9%
N#CC1=C(S)N(c2ccccc2)C(c2ccco2)NC1=O (configuration not stated)	-2%	24	?	11%	-0.7%	6%	-4%	1%	-11%	-17%	-2%
O=C(CC1CCCC1)N1CCN(S(=O)(=O)c2ccc(F)cc2)CC1	24%	5	2%	5%	-0.2%	-1%	0%	-4%	12%	-7%	-11%
COc1ccccc1C(=O)NCCC(=O)N(C)Cc1cccnc1	8%	10	10%	-1%	-0.4%	2%	-2%	11%	10%	4%	-5%
Cn1c(=O)c(C(=O)NCCc2ccccc2)c(O)c2ccccc21	-3%	-12	5%	-3%	-3.6%	-1%	-7%	2%	2%	-8%	1%
CC(C)CN(C(=O)COC(=O)/C=C/c1ccc(Cl)c(Cl)c1)c1c(N)n(Cc2ccccc2)c(=O)[nH]c1=O	20%	2	11%	5%	-1.0%	1%	6%	1%	12%	23%	-8%
CN1CC(=O)N(CC(=O)NCCc2ccc(F)cc2)c2ccccc2C1=O	0%	2	0%	-4%	-0.9%	3%	-3%	-2%	-2%	11%	-11%
O=C(COC(=O)c1ccc[nH]c1=O)NCCC1=CCCCC1	-2%	21	0%	.	-0.9%	-1%	0%	-3%	0%	-43%	2%
COc1ccc(-n2c(SCC(=O)Nc3cc(C)on3)nc3c(c2=O)SCC3)cc1OC	2%	-47	5%	-4%	-0.1%	2%	1%	0%	0%	1%	2%
COc1ccc(NC(=O)c2ccc3[nH]c(=O)c(=O)[nH]c3c2)c(OC)c1	6%	0	-3%	-2%	-0.2%	2%	-6%	-1%	3%	-1%	0%
CSc1cccc(N2CC(C(=O)N(Cc3nnc(-c4ccccc4Cl)o3)C3CC3)CC2=O)c1 (configuration not stated)	-1%	37	-12%	-2%	-0.1%	-10%	-1%	-5%	?	-5%	-15%
O=C(CCC(=O)N1CCN(c2ccccn2)CC1)Nc1nnc(C2CCCCC2)s1	-3%	21	?	-3%	-0.5%	0%	1%	4%	22%	-4%	0%
Cc1cccc(-n2cc(-c3ccccc3)c3c(=O)[nH]cnc32)c1	-5%	-18	2%	-3%	-0.7%	3%	1%	7%[46.1 µM]	-8%	-2%	-2%
Cc1ccc(S(=O)(=O)Oc2ccccc2/C=N/NC(N)=S)cc1	?	-5	?	5%	0.2%	3%	-4%	5%	21%	7%	-1%
O=C(CSc1nc2ccccc2n1Cc1ccc(Cl)cc1)N/N=C/c1ccc(C(=O)O)cc1	2%	-4	0%	6%	-0.1%	2%	4%	3%	-14%	12%	-2%
O=C1/C(=C\c2cccs2)N=C(c2cccs2)N1Nc1ccccc1	0%	16	?	5%	0.0%	4%	-27%	2%	?	-18%	2%
COCCNC(=O)CN(C(=O)Cn1nnc2ccccc21)c1ccc(F)c(Cl)c1	-1%	10	-4%	-4%	-0.1%	1%	1%	6%	2%	5%	-2%
O=C1OCCC1Sc1nnc(-c2ccc(F)cc2)n1Cc1ccccc1 (configuration not stated)	-1%	-11	2%	-5%	0.0%	0%	-1%	-5%[46.1 µM]	-3%	4%	-30%
O=C(NCCc1ccccn1)c1ccc(OC(F)F)cc1	-8%	-6	?	4%	-0.2%	1%	1%	-1%	?	2%	4%
O=C(COC(=O)c1ccc(OC(F)F)cc1)NCc1cccs1	0%	.	3%	.	2.5%	-1%	0%	4%	-6%	12%	1%
Cc1ccc(OCC(=O)N2CCN(c3nnc(-c4ccccc4)c4ccccc34)CC2)cc1	.	-20	-27%	9%	0.9%	-5%	-8%	-23%	?	-6%	-3%
COc1ccc2cc(/C=N/NC(=O)c3ccc(CN(c4ccc(C)c(C)c4)S(C)(=O)=O)cc3)c(Cl)nc2c1	6%	-17	2%	-3%	-0.5%	-7%	0%	-2%[46.1 µM]	?	-7%	1%
COC(=O)c1cc(S(=O)(=O)NCCCN2CCCC2=O)cn1C	2%	4	0%	-4%	0.2%	0%	-8%	1%	9%	1%	-2%

New compounds follow
SMILES	uPA surface inh	TSHR antagonist	BCR signal inh	Mito fusion yeast	B2AR arrestin	USP2a block	TSG101-PTAP inh	TCR act	ELG1 DNA repair	Eya2 inh	Tb PFK inh
CCC(C(=O)NC1CCCC1)N(C(=O)Cn1nnc(-c2ccc(OC)c(OC)c2)n1)c1cccc(O)c1 (configuration not stated)	-2%	-3	10%	-1%	-0.1%	0%	-4%	1%	-8%	1%	-1%
COc1ccc2c(c1)c(=O)oc1cc(O)ccc12	-14%	7	?	2%	-0.3%	4%	-5%	-8%	20%	-17%	1%
C=CCn1c(SCC(=O)c2c(N)n(CCC)c(=O)n(C)c2=O)nc2sc(CC)cc2c1=O	1%	11	1%	-4%	0.0%	4%	3%	-1%	?	5%	1%
CCOc1ccc(NC(=O)[C@@H](NC(=O)OCc2ccccc2)[C@@H](C)CC)cc1	1%	11	0%	-7%	0.1%	1%	0%	-8%[46.1 µM]	?	2%	-1%
C=CCN(CC=C)S(=O)(=O)c1ccc(NC(=S)NC(=O)c2ccco2)cc1	-12%	-20	1%	3%	-0.4%	-2%	-2%	-3%	?	-13%	1%
CC(Sc1nnc(NC2CCCCC2)s1)C(=O)N1CCOCC1 (configuration not stated)	2%	15	2%	0%	0.2%	-1%	-2%	8%	17%	15%	2%
c1ccc2[nH]c(CSc3nccs3)nc2c1	-8%	-3	1%	-2%	-0.5%	4%	-9%	1%[46.1 µM]	?	1%	-7%
CCOC(=O)N1CCN(C(=O)CCCCCn2c(=S)[nH]c3cc4c(cc3c2=O)OCO4)CC1	-5%	7	?	6%	-0.1%	-1%	-1%	0%	?	-15%	5%
O=C(COC(=O)C1(c2ccc(F)cc2)CCCC1)N1CCOCC1	-3%	-6	0%	2%	0.1%	-2%	-4%	4%	16%	-3%	1%
O=c1ccc2cc(S(=O)(=O)N3CCN(c4cc(Cl)ccc4Cl)CC3)ccc2o1	.	-28	1%	21%	-0.3%	2%	-10%	2%	-21%	-5%	6%
CC(=O)N=c1c(C#N)cc2c(=O)n3cccc(C)c3nc2n1CCCOC(C)C	0%	7	16%	-2%	0.1%	4%	-3%	-4%	7.3µM*	-17%	-27%
O=C(NN=Cc1ccc(N2CCOCC2)s1)c1ccc([N+](=O)[O-])cc1	3%	-16	0%	.	0.4%	?	-2%	3%	9.2µM*	-10%	4%
O=C(Nc1nc(-c2ccccc2)cs1)c1ccc(Br)o1	-2%	-25	3%	0%	-0.8%	-12%	0%	8%	?	-4%	1%
Cc1ccc(NC(=O)CSc2nnc(-c3ccncc3)s2)cc1	-1%	2	-15%	-29%	0.3%	-2%	-2%	-1%	12%	-5%	2%
CCCN(CCC)CC(O)Cn1cc(/C=C/C(=O)c2ccccc2)c2ccccc21 (configuration not stated)	?	10	?	-8%	0.5%	-1%	2%	3%	-2%	11%	-11%
CC1CC(C)CN(CC(=O)N2c3ccccc3CCc3ccccc32)C1 (configuration not stated)	.	24	17%	1%	0.1%	-2%	-2%	6%	-7%	-12%	0%
COc1cc(/C=C2\SC(=S)N(NC(C)=O)C2=O)ccc1OC(=O)c1ccco1	-4%	-9	-4%	.	-0.4%	-4%	-1%	-3%	?	-11%	-2%
Cc1ccc(S(=O)(=O)N2CCN(Cc3ccccc3)CC2)s1	-9%	10	-6%	4%	0.2%	0%	0%	-2%	3%	-12%	-3%
CCN(CC)S(=O)(=O)c1ccc(N(C)Cc2ccc(C(F)(F)F)cc2)nc1	-9%	-25	-15%	-3%	0.2%	-2%	-9%	3%	-29%	-36%	-4%
COc1cccc(OCc2cc(C(=O)NCc3ccc4c(c3)OCO4)no2)c1	3%	-25	-15%	18%	0.4%	-2%	2%	3%	?	3%	-4%
CC(=O)Nc1ccc(C)c(NC(=S)Nc2ccc(F)cc2)c1	-12%	11	?	1%	-0.8%	-1%	0%	9%	-10%	3%	-11%
COc1ccc(-n2cccc2/C=C2/NC(=O)N(c3cccc(Cl)c3)C2=O)cc1	-1%	2	1%	-7%	0.1%	0%	-1%	5%[46.1 µM]	7%	-8%	-1%
